Screening results deposited in PubChem by The Scripps Research Institute Molecular Screening Center.
CHRM4 antagonist: CHRM4 antagonism in calcium assay; P08173; CHO-hM4 cells, ACh EC80, Fluo-8 calcium fluorescence; inhibition, % at 3 µM; actives 0.73% (n = 360,000);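 active = inhibition above its plate's cutoff, the mean inhibition of sample wells plus 3 SD, cut at about 27% in these data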;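 also: 0% = acetylcholine EC80 with DMSO and 100% = DMSO without agonist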
Target sequence (P08173 whole entry, looked up): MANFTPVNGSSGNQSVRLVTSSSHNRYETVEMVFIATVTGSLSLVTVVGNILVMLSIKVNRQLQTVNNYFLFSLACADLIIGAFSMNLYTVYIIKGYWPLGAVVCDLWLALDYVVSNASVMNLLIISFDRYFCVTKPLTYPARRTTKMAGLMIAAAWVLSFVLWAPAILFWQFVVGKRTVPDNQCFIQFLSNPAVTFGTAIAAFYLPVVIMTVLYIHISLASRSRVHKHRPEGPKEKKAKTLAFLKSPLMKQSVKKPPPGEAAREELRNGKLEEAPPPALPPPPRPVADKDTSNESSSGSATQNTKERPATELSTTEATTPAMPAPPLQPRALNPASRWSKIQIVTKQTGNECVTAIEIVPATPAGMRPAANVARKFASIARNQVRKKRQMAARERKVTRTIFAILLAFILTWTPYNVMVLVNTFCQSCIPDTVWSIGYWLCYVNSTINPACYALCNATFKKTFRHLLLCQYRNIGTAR
CHO parental Ca: counter-screen: ATP calcium response change in parental CHO cells | AID 463079 | parental CHO-K1, ATP-induced calcium, Fluo-8 fluorescence | inhibition, % at 5.6 µM | actives 0.63% (n = 330,000);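 active = inhibition above that plate's mean sample inhibition plus 3 SD, cut at about 26% in these data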;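 also: 0% = ATP-challenged DMSO wells and 100% = DMSO wells without ATP; some compounds past the cut are filed as inactive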
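test system = CHO parental line | reagent = ATP stimulus | measured by = intracellular calcium via Fluo-8 no-wash fluorescent dye | control set = ATP and no-ATP DMSO wells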
M1 ag: human M1 muscarinic receptor agonism. CHO-K1 hM1, Fluo-8 calcium fluorescence, agonist mode; 0% DMSO, 100% acetylcholine EC100. activation, % at 3 µM. P11229. actives 0.33% (n = 360,000);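 active = activation above the run's mean compound activation plus 3 SD, cut at about 16% in these data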;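 also: peak over basal fluorescence ratio within a 140 s kinetic read after compound addition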
Target sequence (P11229 whole entry, looked up): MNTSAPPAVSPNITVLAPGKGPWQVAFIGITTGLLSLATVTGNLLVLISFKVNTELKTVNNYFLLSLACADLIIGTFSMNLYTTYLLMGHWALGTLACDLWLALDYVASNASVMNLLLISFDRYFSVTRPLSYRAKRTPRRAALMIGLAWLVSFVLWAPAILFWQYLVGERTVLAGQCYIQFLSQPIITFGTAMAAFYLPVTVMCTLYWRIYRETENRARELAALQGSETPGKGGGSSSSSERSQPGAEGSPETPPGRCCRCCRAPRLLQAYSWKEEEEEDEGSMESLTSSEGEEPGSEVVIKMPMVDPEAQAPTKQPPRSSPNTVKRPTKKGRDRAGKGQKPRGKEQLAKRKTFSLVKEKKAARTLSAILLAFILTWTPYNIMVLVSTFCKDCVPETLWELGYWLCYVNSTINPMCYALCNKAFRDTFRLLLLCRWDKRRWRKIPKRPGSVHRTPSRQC
OXTR potentiator: potentiators of human oxytocin receptor | P30559 | CHO-OTR cells, Fluo-8 calcium fluorescence, potentiator mode; 0% = oxytocin EC15, 100% = EC100 | activation, % at 3 µM | actives 0.061% (n = 320,000) | AID 2445;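 active = activation above that plate's cutoff, the mean activation of tested compounds plus 3 SD, cut at about 6.6% in these data, passing the limit was not always enough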;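 also: 100% uses oxytocin at 75 nM as the full agonist control; some results filed as inactive read as strong as hits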
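test system = CHO-OTR cells, human receptor | compound = single-point 3.0 µM | schedule = 6 min compound pre-incubation at room temperature, 100 s kinetic read | signal = Fluo-8 no-wash calcium dye fluorescence, excitation 470-495 nm, emission 515-575 nm | repeats = single well per compound, singlicate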
M1 ag parental: nonselective activator or artifact in parental CHO-K1 cells | actives 0.48% (n = 360,000) | activation, % at 3 µM | Fluo-8 calcium fluorescence; scaled to maximal ATP response, vehicle zero | AID 602248; in the data active = activation above about 15%;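 also: untransfected CHO-K1 host cells lacking M1 receptor as counterscreen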
CHO-K1 Ca antag: M1 antagonist counterscreen hit in parental CHO-K1 cells. actives 0.6% (n = 360,000). ATP-induced calcium, Fluo-8 fluorescence. inhibition, % at 3 µM;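 active = inhibition above a per-plate cutoff, the plate's mean sample inhibition plus 3 SD, cut at about 24% in these data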;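 also: 0% = DMSO plus EC80 ATP and 100% = DMSO alone without ATP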
CHRM1 antagonist: human CHRM1 antagonism; P11229; CHO-K1 hM1, Fluo-8 calcium fluorescence, ACh EC80 antagonist; inhibition, % at 3 µM; actives 1.3% (n = 360,000); AID 588852;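 active = percent inhibition above its own plate's cutoff, namely the mean of that plate's compound wells plus 3 SD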;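 also: peak over basal fluorescence ratio during 140 s after agonist addition; 0% = ACh EC80 plus DMSO and 100% = DMSO alone without agonist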
M1 PAM: human CHRM1 positive allosteric modulation. AID 588819. P11229. CHO-K1 hM1, Fluo-8 calcium fluorescence, ACh EC20; 0% = ACh EC20, 100% = maximal ACh. activation, % at 3 µM. actives 0.088% (n = 360,000); in the data active = activation above about 19%, passing the limit was not always enough
CHRM4 agonist: CHRM4 agonism in calcium assay; AID 624127; actives 0.14% (n = 360,000); CHO-K1 hM4/Gqi5, Fluo-8 calcium fluorescence; vehicle 0%, full acetylcholine response 100%; activation, % at 3 µM; P08173;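 active = activation above the run mean over all test wells plus 3 SD, cut at about 32% in these data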;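 also: peak over basal fluorescence ratio per well then scaled between controls; 0% = DMSO wells and 100% = acetylcholine at EC100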
* = called active by the depositor; . = not tested or not shown; & = joins results of further samples.

SMILES	CHRM4 antagonist	CHO parental Ca	M1 ag	OXTR potentiator	M1 ag parental	CHO-K1 Ca antag	CHRM1 antagonist	M1 PAM	CHRM4 agonist
Cc1ccc(CCNC(=O)NC(C)(C)C)cc1	-2	-9	-4	-6	0.5	0	-2	4	0
CC(=O)c1c(C)oc2ccc(NS(=O)(=O)c3ccc(F)cc3C)cc12	2	6	5	-14	8.1	14	28*	-17	8
C(=C\c1ccccc1)/CN1CCN(C(c2cccs2)c2nnnn2Cc2ccccc2)CC1 (stereo not drawn)	-8	.	-5	.	1.5	-12	13	-18	8
O=C(C[n+]1ccc(C(=O)N/N=C/c2ccc(Br)cc2)cc1)c1ccccc1	1	-5	-6	-8	-0.1	-8	-22	6	3
CSc1nc(N)c2c(n1)N(C)C=NS2(=O)=O	0	.	-3	.	0.2	-12	-6	1	1
Cc1ccc2[nH]c(=O)c(CN(C(=O)c3cccs3)c3ccccc3)cc2c1	9	-29	-3	-6	0.4	-11	9	-3	-1
CC(C)n1nc(C(=O)NC2CCCCCC2)c2ccccc2c1=O	-28	-36	-3	1	-0.8	-12	-19	22	-3
Cc1cc(=O)[nH]c(SCc2nc3ccccc3s2)n1	-4	-14	-1	2	0.4	-6	-18	5	-1
COc1cc(C2C(C#N)=C(N)Oc3c2oc(CO)cc3=O)cc(OC)c1OC (stereo not drawn)	5	-11	0	-4	-0.3	13	-1	2	1
CCOc1ccc(C(C)NC(=O)CN2C(=O)NC3(CCCCC3)C2=O)cc1OCC (stereo not drawn)	2	-14	-3	1	-0.1	-7	0	1	2
O=C(Nc1ccccn1)c1cc(-c2cccnc2)nc2ccc(Br)cc12	-4	-10	-9	-2	2.3	-6	3	1	3
CCC(CC)C(=O)N1CC(=O)Nc2ccc(Br)cc2C1c1ccccc1 (stereo not drawn)	-23	-16	-1	-7	-0.9	9	-5	3	-1
CN(c1ccc(F)cc1)S(=O)(=O)c1ccc(Cl)c(C(=O)Nc2ccc3c(c2)CCC3)c1	1	-28	-4	-2	0.9	-1	12	-7	-1
CCCCNc1ccc2oc(-c3ccc(OC)cc3)c(-c3ccc(OC)c(F)c3)c2c1	1	-10	-1	1	-0.2	-5	7	1	0
CCOC(=O)C1=C(C)NC(SCC(=O)OC)=C(C#N)C1c1ccc(C(=O)OC)cc1 (stereo not drawn)	-6&8	-16	-7&-7	-5	-1.0&2.7	9&-13	4&4	-5&-2	8&2
COc1ccc(NC(=O)c2sc3nc(Cc4ccccc4)cc(C(F)(F)F)c3c2N)cc1OC	-1	-18	3	-1	0.5	3	5	12	1
COC(=O)c1cc(NC(=O)Cn2c(=O)cnc3ccccc32)cc(C(=O)OC)c1	-9	-9	-1	-6	-0.1	-11	1	6	1
COc1ccccc1OCCNC(=O)c1ccc2c(c1)OCCO2	8	-7	-3	-3	0.2	2	0	5	1
CSc1nc(Oc2ccc3ccccc3c2)c2ccccc2n1	3	-38	-4	-12	1.4	-12	-8	3	-1
CCOc1ccccc1C(=O)NC(C(=O)NCCc1ccccn1)C(C)C (stereo not drawn)	-6	-13	-2	-7	-0.1	1	-22	12	2
Cc1ccc(C)c(OCCCC(=O)N2CCOCC2)c1	-11	-4	-2	-12	0.3	3	-12	11	1
COC(=O)c1cc2ccccc2c(-c2c(OC)c(C(=O)OC)cc3ccccc23)c1OC	-1	-16	-2	-11	-0.5	-1	1	-2	-1
CN(C)CCCNc1nc(N)c([N+](=O)[O-])c(NCc2ccccc2)n1	0	.	-10	.	0.2	2	52*	-22	0
COC(=O)c1ccccc1COc1cccn2c(N(C)Cc3cccs3)c(C)nc12	12	.	0	.	9.3	6	27	-18	15
COc1cccc(C(NC(C)=O)c2nc(-c3cccc4cccnc34)cs2)c1 (stereo not drawn)	-13	.	-3	.	1.4	-4	-10	12	1
COc1cc(Br)cc(/C=C/c2ccc3cccc(O)c3n2)c1OC	0	-14	-5	-13	3.8	-4	-1	0	10
O=C(COC(=O)CNS(=O)(=O)c1ccc(F)c(F)c1F)NCCc1ccccc1	3	-2	-2	-9	1.4	-10	-4	3	2
Cc1ccc(-c2csc(NC(=O)CSc3nc4ccccc4[nH]3)n2)cc1	6	.	-3	.	2.1	-3	-5	9	6
Cc1ccc(-n2nc3c(c2NC(=O)C2CCCC2)CS(=O)(=O)C3)cc1	-7	-11	-3	0	0.9	-13	-3	2	0
COc1cc(-c2nnc(COC(=O)c3ccc([N+](=O)[O-])o3)o2)cc(OC)c1OC	3	.	-3	.	0.8	-15	-15	8	1
COc1ccccc1N(CC(=O)N1CCN(Cc2ccccc2)CC1)S(=O)(=O)c1ccccc1	-2	.	-7	.	1.1	0	4	-1	4
COC(=O)CCC(=O)c1oc2ccc(Cl)cc2c1NC(=O)CCCN1C(=O)c2ccccc2C1=O	-15	-23	-5	-7	-0.2	-14	-22	3	1
O=C(c1cccc(S(=O)(=O)Nc2ccc(F)cc2)c1)N1CCC1	9	-19	-3	-3	0.2	10	4	0	1
Cc1cc(NC(=O)Nc2cccc(C(F)(F)F)c2)no1	6	5	2	-16	4.3	6	13	0	8
Nc1ccc(Sc2ccccc2)nc1	-16	5	-4	3	0.7	6	-10	11	4
O=[N+]([O-])c1cccc(Cl)c1N1CCOCC1	-6	-2	-1	-13	0.2	10	-5	6	1

3 records drawn at random from the list so far, as already listed:
SMILES	CHRM4 antagonist	CHO parental Ca	M1 ag	OXTR potentiator	M1 ag parental	CHO-K1 Ca antag	CHRM1 antagonist	M1 PAM	CHRM4 agonist
CCOc1ccccc1C(=O)NC(C(=O)NCCc1ccccn1)C(C)C (stereo not drawn)	-6	-13	-2	-7	-0.1	1	-22	12	2
O=[N+]([O-])c1cccc(Cl)c1N1CCOCC1	-6	-2	-1	-13	0.2	10	-5	6	1
COc1ccc(NC(=O)c2sc3nc(Cc4ccccc4)cc(C(F)(F)F)c3c2N)cc1OC	-1	-18	3	-1	0.5	3	5	12	1

Following part:
SMILES	CHRM4 antagonist	CHO parental Ca	M1 ag	OXTR potentiator	M1 ag parental	CHO-K1 Ca antag	CHRM1 antagonist	M1 PAM	CHRM4 agonist
CC(C)(C)c1ccc(/C=N/NC(=S)NCc2ccccc2)cc1	-9	-17	0	-8	0.2	-2	-18	17	2
Cc1cc(C)c2cc(CN(Cc3ccco3)C(=S)NCC3CCCO3)c(=O)[nH]c2c1 (stereo not drawn)	2	-33	-3	-13	2.9	-25	-1	4	4
COc1cc(/C=C2\CCCc3c2nc2ccccc2c3C(=O)O)cc(Cl)c1O	-11	-18	0	0	0.9	-14	-6	7	3
Cc1ccc(CN(Cc2cccnc2)C(=S)Nc2cc(Cl)ccc2C)cc1	0	65*	-6	-4	0.8	-11	6	-4	-1
CCSc1nnc(Cc2cc(=O)[nH]c(=O)[nH]2)n1-c1cccc(C)c1	0	4	-2	-2	-0.2	18	-7	5	0
CC(CNC(=O)CC[C@H]1O[C@@H](n2cnc3c(NC(=O)c4ccccc4)ncnc32)[C@H](O)[C@@H]1O)c1ccccc1 (stereo partly drawn)	-1	.	-2	.	0.0	16	1	5	0
CCNC(=O)C1(C)CCCN(C(=O)COCc2ccccc2)C1 (stereo not drawn)	-7	.	1	.	1.0	-8	-22	14	0
CCN(CC)CCn1c(SCC(=O)NCc2ccco2)nc2c(sc3ccccc32)c1=O	-6	-33	-6	-13	0.6	-5	-2	8	2
Cc1ccccc1-c1coc2cc(O)ccc2c1=O	7	0	-1	-12	0.6	-2	-18	1	1
CC(C)CC[n+]1ccn(-c2nc3ccccc3nc2[N-]S(=O)(=O)c2ccc(Cl)cc2)c1	-7	-31	2	-7	0.0	20	1	6	0
COc1ccccc1N1C(=O)C=C(Sc2nc(C)cc(C)n2)C1=O	3	-17	0	-7	1.1	-5	-20	10	4
COc1ccc(N2CC(C(=O)NCCCN3CCOCC3)CC2=O)cc1 (stereo not drawn)	11	0	-7	0	0.8	-6	-11	13	0
O=C(Cc1c[nH]c2ccccc12)N1CCN(c2ccccc2)CC1	-2	-7	-1	-11	3.9	-14	-8	7	6
Clc1ccc(-c2nc3ccc(Cl)cn3c2Cc2ccsc2)cc1	-10	.	-6	.	-0.2	-13	-14	-4	-1
CCOC(=O)C(NC(=O)c1ccc(OC)cc1)(N1CCCC1=O)C(F)(F)F (stereo not drawn)	6	-6	-10	3	0.2	3	-9	6	0
O=c1[nH]c(=O)n(Cc2ccco2)c2c1C(C(F)(F)F)(C(F)(F)F)N=C(CCc1ccccc1)N2	8	-16	10	-9	7.8	-32	17	-10	17
Cc1cc2c(=O)[nH]c(N)nc2[nH]1	-22	.	-1	.	0.5	-13	-11	13	1
Cc1csc2ncc(C(=O)NCCc3ccccc3)c(=O)n12	-7	-7	-7	-1	1.1	-4	-3	0	3
O=C(NCc1ccccn1)c1ccc(OC2CCN(Cc3ccccc3)CC2)cc1	12	-10	-6	-4	0.6	8	15	-10	2
COC(=O)c1cc(S(=O)(=O)N2CCN(c3ccccc3F)CC2)c[nH]1	1	1	2	-12	9.5	-5	5	-6	7
CCOc1ccc(CCNC(=O)c2sc3nc4n(c(=O)c3c2C)CCC4)cc1	-5	-15	-4	-6	2.8	-15	-7	4	5
CSc1ccccc1OCc1cc(C(=O)N2CCN(C3CCCC3)C(=O)C2)no1	11	-15	-4	7	1.8	-5	-3	1	4
Cc1ccc(C2(c3ccccc3)NC(=O)N(CC(=O)N3CC(=O)Nc4ccccc43)C2=O)cc1C (stereo not drawn)	3	-21	-6	-8	0.5	-5	1	-1	2
CCC(Cc1ccccc1)NC(=O)CN1C(=O)CSc2ncccc21 (stereo not drawn)	0	6	1	-4	0.0	7	-6	0	1
O=C(O)CNC(=O)/C=C/c1c(Cl)cccc1Cl	-2	-5	-4	3	0.0	-14	-10	7	2
Cc1noc(C)c1COc1ccc(C(=O)OCC(=O)Nc2ccc(S(N)(=O)=O)cc2)cc1	6	2	-8	-4	0.0	-3	23	-12	1
CN1c2ccsc2/C(=N/NC(=O)c2c(F)cccc2F)CS1(=O)=O	1	11	4	-15	2.8	-3	-9	0	3
O=C(O)CC1(CC(=O)Nc2ccc(Cl)cc2C(=O)c2ccccc2)CCCC1	-11	-16	-2	2	0.2	-5	3	0	1
COc1cc(/C=C/C(=O)O)cc(S(=O)(=O)NCCCO)c1OC	-3	11	9	-10	0.8	10	-2	2	2
COc1ccc2c(C)cc(N3CCN(Cc4ccccc4)CC3)nc2c1	-2	-9	-6	-13	1.9	-13	-14	11	1
CCN1CCCC1CNC(=O)c1ccc2c(c1)NC(=O)/C(=C\c1ccccc1Cl)S2 (stereo not drawn)	-5	.	-8	.	1.8	-7	4	-10	5
Cc1cc2cc3c(cc2nc1SCC(=O)N1CCCC1)OCCO3	-16	.	-3	.	-0.8	-18	-14	14	1
O=C1CCCc2nc(N3CCN(Cc4ccccc4)CC3)ncc21	10	3	-4	-11	2.5	16	-1	-11	4
O=C(O)CCC(=O)N1CCc2cc(S(=O)(=O)NCc3ccc(Cl)cc3)ccc21	-9	1	0	-2	0.2	2	-14	8	1
COc1ccc(-c2csc(NC(=O)CSc3nnnn3C)n2)cc1OC	-9	-8	-1	1	0.4	7	-6	10	5
